# Source: PubChem BioAssay
# AmpC det inh: AmpC beta-lactamase inhibition, detergent assay | P00811 | AID 584 | hit rate 0.09% among 71,000 | Potency, µM (highest dose often 28.7 µM), inactives show at the top dose activity change, negative = inhibition | purified AmpC, nitrocefin hydrolysis with detergent; active = well fitted curve in the direction sought with a large enough effect
# Target sequence (P00811 whole entry, looked up): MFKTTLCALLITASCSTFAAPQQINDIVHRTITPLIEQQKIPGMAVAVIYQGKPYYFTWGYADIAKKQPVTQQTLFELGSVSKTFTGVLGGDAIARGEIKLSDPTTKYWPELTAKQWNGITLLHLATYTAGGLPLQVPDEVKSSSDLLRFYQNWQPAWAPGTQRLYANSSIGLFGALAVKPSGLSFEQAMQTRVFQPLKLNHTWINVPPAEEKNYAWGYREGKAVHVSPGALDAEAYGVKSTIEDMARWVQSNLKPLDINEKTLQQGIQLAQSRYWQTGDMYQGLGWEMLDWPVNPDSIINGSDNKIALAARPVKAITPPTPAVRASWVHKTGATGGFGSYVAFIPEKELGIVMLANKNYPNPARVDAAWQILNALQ
#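 E. coli AmpC (5.3 nM) in 20 mM phosphate pH 7.0 with 0.01% Triton X-100, preincubated 15 min RT with compound; nitrocefin (2 uL of 800 uM stock) hydrolysis followed by 480 nm absorbance every 20 s over 4 min.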
# Active calls of the source: *; [ ] = remark or other dose. % is scaled to controls: 0 for no effect and ±100 for the full control effect; potency is read from the fitted curve at half-maximal effect. This is a subset; count on the stated rates, not on these rows.
# The first 6 compounds (preview)
SMILES,AmpC det inh
O=C(CSc1nnc(-c2cccs2)n1-c1ccccc1)N1CCN(C(=O)c2ccco2)CC1,2%
CCc1cc(=O)oc2cc(OCC(=O)O)c(Cl)cc12,-1%
COc1cccc(CNC(=O)C2CCN(S(=O)(=O)c3cnc[nH]3)CC2)c1,-3%
CC1=CC(C)(C)N=C(Nc2ccc(C)cc2)S1,-3%
COc1ccc(N2CCN(C(=O)CSc3nnc(-c4ccc5[nH]c(C)c(C)c5c4)o3)CC2)cc1,13%
c1ccc(CN2CCC3(CC2)Nc2ccccc2CO3)cc1,-2%

# The listing (from the top)
SMILES,AmpC det inh
O=C(CSc1nnc(-c2cccs2)n1-c1ccccc1)N1CCN(C(=O)c2ccco2)CC1,2%
CCc1cc(=O)oc2cc(OCC(=O)O)c(Cl)cc12,-1%
COc1cccc(CNC(=O)C2CCN(S(=O)(=O)c3cnc[nH]3)CC2)c1,-3%
CC1=CC(C)(C)N=C(Nc2ccc(C)cc2)S1,-3%
COc1ccc(N2CCN(C(=O)CSc3nnc(-c4ccc5[nH]c(C)c(C)c5c4)o3)CC2)cc1,13%
c1ccc(CN2CCC3(CC2)Nc2ccccc2CO3)cc1,-2%
COC(=O)c1ccc(CNC(=O)CNc2cc(C(F)(F)F)ccc2N2CCOCC2)cc1,1%
CC(=O)c1cccc(NC(=O)C2CCN(S(C)(=O)=O)CC2)c1,-1%
O=C(NCc1cccnc1)[C@@H]1[C@@H](C(=O)O)[C@H]2CC[C@@H]1O2,-2%[5.75 µM]
CC(C)Oc1ccc(C2CNC(=O)C2)cc1 (configuration not stated),13%
O=C(Nc1cccc(Cl)c1)N1CCN(c2ncccn2)CC1,-3%
COc1cccc(C(=O)CSc2nnc(-c3cc(OC)c(OC)c(OC)c3)o2)c1,-3%
COc1ccc2[nH]c3c(=O)n(Cc4ccco4)cnc3c2c1,-4%
N#Cc1c(N)n(CCNC(=O)c2cccs2)c2nc3ccccc3nc12,-3%
CC(C)(C)OC(=O)N[C@@H](Cc1c[nH]c2ccccc12)c1nnc(SCC(N)=O)o1,-2%
Cc1ccc(S(=O)(=O)N(C)c2ccc(OCC(=O)OCc3c(C)noc3C)cc2)cc1,-6%
CCOc1nc(-c2ccccc2O)nc2ccccc12,2%
CCCn1c(SCC(=O)NC)nnc1C(C)C,11%
O=C(CN(C1CCCCC1)S(=O)(=O)c1ccccc1)N1CCCC1,12%
CCOc1cc2[nH]c(=O)n(CCC(=O)NCCc3ccccc3)c(=O)c2cc1OCC,0%
Cc1cccc(Nc2nc(N)nc(CN3CCN(C)CC3)n2)c1,-4%
Cc1cc(C)cc(N(C(=O)C2CCCC2)C2C=CS(=O)(=O)C2)c1 (configuration not stated),0%
COc1ccccc1-c1nc(S(=O)(=O)c2ccc(Cl)cc2)c(N(C)C)o1,-1%
O=C(COC(=O)c1ccccc1Oc1ccccc1)NC1CCS(=O)(=O)C1 (configuration not stated),-1%
CSc1nnc(-c2ccc(O)cc2)n1C,8%
CCOC(=O)Cn1c(=O)oc2cc(S(=O)(=O)N3CCN(c4ccccn4)CC3)ccc21,11%
Cn1c(SCc2cccc3ccccc23)nnc1-c1ccco1,-2%
COc1ccccc1CNc1cc(-c2ccccc2OC)ncn1,-2%
CCc1cccc(NC(=O)Cn2cccc2)c1,-2%
CC(C)CCSc1nc(N)c(C#N)cc1C#N,-3%
COc1nc(C#N)nc(N(C)C)n1,-4%
C=CCn1c(=O)c(C(=O)Nc2ccccc2OC)c(O)c2ccccc21,-1%
COc1ccccc1C(=O)NCCn1cc(SCC(=O)NCc2ccco2)c2ccccc21,-1%
CCNc1ncc2ncc(=O)n(CCOC)c2n1,1%
Cc1ccc(-n2nc3c(c2NC(=O)c2cccs2)CSC3)cc1,-5%
CC(C)(Oc1cccc2ccccc12)C(=O)O,-3%
Cn1cccc1-c1cc(C(=O)O)[nH]n1,0%
Cc1cc(-c2nc3ncccc3o2)ccc1N,-2%
O=[N+]([O-])c1ccc(CSCc2ccc(Cl)cc2)cc1,-4%[5.75 µM]
COC(=O)C(C)Oc1cc(C)cc2oc(=O)c3c(c12)CCCC3 (configuration not stated),-4%
CCN(CC)S(=O)(=O)c1ccc(Cl)c(C(=O)Nc2nnc(C)s2)c1,5%
COc1ccc2c(c1)cc(C(=O)O)n2C,10%
O=C(CN1CCN(c2ccc(F)cc2)CC1)OCc1ccccc1,-1%
Cc1cccc(NC(=O)C2CCCN2C(=O)OCC(C)C)c1C (configuration not stated),12%
COc1ccccc1-c1nccc(NCc2cnc(C)cn2)n1,7%
CCn1cnc2sc(C(=O)O)c(C)c2c1=O,-1%
O=C(Nc1ccccc1)N(CCc1nc2ccccc2[nH]1)C1CCCC1,11%
COc1cc(C)nc(N2CCCC(C(=O)Nc3cccc(Cl)c3Cl)C2)n1 (configuration not stated),-5%

# 7 records picked at random from the list so far, as already listed:
SMILES,AmpC det inh
COC(=O)C(C)Oc1cc(C)cc2oc(=O)c3c(c12)CCCC3 (configuration not stated),-4%
CCCn1c(SCC(=O)NC)nnc1C(C)C,11%
COc1nc(C#N)nc(N(C)C)n1,-4%
COc1cccc(CNC(=O)C2CCN(S(=O)(=O)c3cnc[nH]3)CC2)c1,-3%
Cc1cccc(Nc2nc(N)nc(CN3CCN(C)CC3)n2)c1,-4%
CCn1cnc2sc(C(=O)O)c(C)c2c1=O,-1%
CC(C)Oc1ccc(C2CNC(=O)C2)cc1 (configuration not stated),13%

# Next structures:
SMILES,AmpC det inh
Cc1onc(-c2ccccc2Cl)c1C(=O)N1CCN(c2cccc(Cl)c2)CC1,9%
CC(SCCc1ccccn1)C(=O)O (configuration not stated),-3%
ON1C(c2ccc(Cl)cc2Cl)N(O)[C@H]2CCCC[C@H]21 (some centres not stated),-1%
COc1ccc(F)cc1S(=O)(=O)N1CCN(Cc2ccc3c(c2)OCO3)CC1,-8%
c1ccc(Oc2cccc(NC3=NCCC3)c2)cc1,-2%
COc1ccc2[nH]c(=O)c(CN(C(=O)C3CCCO3)c3ccc(C)cc3)cc2c1 (configuration not stated),-1%
COc1ccc(S(=O)(=O)N2CCC(C(=O)N3CCN(c4ccccc4OC)CC3)CC2)cc1,9%
CC(=O)N(C)c1nc(-c2ccc(Cl)cc2)cs1,-1%
CCn1cc(C(=O)NCc2ccccc2OC)c(=O)c2ccc(C)nc21,-2%
Cc1cccc(-n2ncc3c(Nc4ccc(F)cc4)ncnc32)c1,8%
Fc1ccc(-c2nnc3sc(C4COc5ccccc5O4)nn23)cc1 (configuration not stated),0%
COc1cccc(N2CCN(C(=O)CCn3c(=S)[nH]c4cc5c(cc4c3=O)OCO5)CC2)c1,1%
CN(C)c1cc(-c2ccccc2)nc(N)n1,12%
COCCn1c(C)cc(C(=O)CSc2nnc3scc(-c4ccc(Cl)cc4)n23)c1C,-2%
O=C(Cn1nnc(-c2cccc(C(F)(F)F)c2)n1)NC(=O)NCc1ccco1,-3%
COc1ccc(CSc2nc(C)cc(=O)[nH]2)cc1,6%
O=C(Cn1ncc2c(=O)oc3ccccc3c21)NCC1COc2ccccc2O1 (configuration not stated),13%
CCCCCc1nnc(NC(=O)C2CCCO2)s1 (configuration not stated),-1%
CN(C(=O)CSc1ncccc1C(=O)O)c1ccccc1,0%
COC(=O)c1cc(C(=O)OC)cc(S(=O)(=O)Nc2ccc(Cl)c(N)c2)c1,11%
O=C(c1cccc(F)c1)N1CCN(C(=O)c2cc(-c3ccc(Cl)cc3Cl)on2)CC1,-11%
COc1cc(C)c(Br)cc1S(=O)(=O)N1CCCC1,-3%
COc1ccc(S(=O)(=O)N2CCC(NC(=O)Nc3ccc(C)cc3)CC2)cc1,-3%
Cc1cc(Br)c(S(=O)(=O)n2nnc3ccccc32)cc1C,-4%
Cc1nc2ccc3nc(NC(=O)c4ccc(S(=O)(=O)N5CCOCC5)cc4)sc3c2s1,-4%
O=S(=O)(NCC1CCCO1)c1ccc2c(c1)OCCO2 (configuration not stated),-2%
CCN(CC)C(=O)c1ccc(COc2ccccc2Br)o1,-6%
O=C(Nc1ncnc2sc3c(c12)CCC3)c1ccco1,-1%
CCOc1ccc(-n2c(Cc3cc(=O)[nH]c(=O)[nH]3)nnc2SCC(N)=O)cc1,10%
COc1cc(C(=O)NCCC(=O)NC2CCCCCCC2)cc(OC)c1OC,-1%
CCOC(=O)Nc1ccc2c(c1)Nc1ccccc1S2,0%
Cc1ccc(/C(O)=C2\C(=O)C(=O)N(CC(C)O)C2c2ccc(N(C)C)cc2)cc1 (configuration not stated),-2%
CC(=O)Nc1cn(C(C)=O)c(C)n1,-2%
CCCc1nc(N)nc2c1C(=O)CC(C)(C)C2,-2%
CCOC(=O)c1c(C)[nH]c(C(=O)CSc2nnc(CC(C)c3ccccc3)o2)c1C (configuration not stated),-5%
Brc1cccc(-c2nnc3n2CCCCC3)c1,-3%

# A draw from above in order of number of heavy atoms, smallest number first:
SMILES,AmpC det inh
CC(=O)Nc1cn(C(C)=O)c(C)n1,-2%
Brc1cccc(-c2nnc3n2CCCCC3)c1,-3%
COc1cc(C(=O)NCCC(=O)NC2CCCCCCC2)cc(OC)c1OC,-1%

# Additional compounds.
SMILES,AmpC det inh
CCC(=O)Nc1ccc(-c2nn3c(C)nnc3s2)cc1C,-3%
CC1CCCCN1S(=O)(=O)c1ccc2c(c1)CCN2C(=O)CCC(=O)O (configuration not stated),-3%
CCOC(=O)c1cc(-c2ccco2)nc2c1c(C)nn2-c1ccccc1,-2%
CCOC(=O)c1sc(=N)n(-c2ccc(OC)cc2)c1C,-2%
Cc1nn(-c2nc3ccccc3n2Cc2ccccc2)c2c1C(=O)CC(C)(C)C2,-5%
COc1ccccc1CN1CC(C(=O)N2CCN(c3ccc(F)cc3)CC2)CC1=O (configuration not stated),-1%
Cc1ccccc1NS(=O)(=O)c1cc(C(N)=O)ccc1C,-6%
COc1cccc(C(=O)CN2CCC(NC(=O)NC3CCCCC3)CC2)c1,2%
Cc1cccc2ccccc12,8%
CC(C)(C)NC[C@H](O)c1cc(O)cc(O)c1,0%[12.8 µM]
CCn1c(COc2cccc(C)c2)nnc1SCC(=O)N1CCCC1,-2%
CC(=O)c1c(C)nc2ccc(Br)cc2c1C(=O)O,10%
CCCN1CCN(C(=O)c2cn(CC(C)C)c(=O)c3cc(OC)c(OC)cc23)CC1,11%
CCn1cc(NC(=O)Nc2ccccc2C(=O)OC)c(C(N)=O)n1,-2%
O=C(COc1ccccc1)NC(Cc1c[nH]c2ccccc12)C(=O)O (configuration not stated),8%
Cc1[nH]nc2c1C(c1ccccc1F)CC(=O)N2 (configuration not stated),-2%
CCOC(=O)C1=C(C)NC(SCC(=O)Nc2cc(C)on2)=C(C#N)C1c1cccs1 (configuration not stated),-7%
COc1ccc(-n2c(SCC(=O)NCC3CCCO3)nc3n[nH]c(C)c3c2=N)cc1 (configuration not stated),9%
Cc1cnc(C(=O)Nc2ccc3c(c2)CCC3)cn1,-5%
COc1ccc(OC(C)C(=O)NC2CC(C)(C)NC(C)(C)C2)cc1 (configuration not stated),-5%
Cn1c(Cn2c(=O)sc3ccccc32)nnc1SCC(=O)NCc1ccccc1Cl,4%
COc1cccc(C(=O)N2CCN=C2SCc2cccnc2)c1OC,1%
Cc1ccc(-c2nnn(CC(=O)NC3CC4CCC3C4)n2)cc1 (configuration not stated),8%
CC(C)Cn1cc(C(=O)NCCCN2CCCC2=O)c2c3ccccc3n(C)c2c1=O,10%
OC(CCl)CCl,9%
Cc1ccc(SC(C)c2nc(-c3cccnc3)no2)cc1 (configuration not stated),-3%
CCCCn1c(=N)n(CC(O)COc2ccc(C)cc2)c2ccccc21 (configuration not stated),-2%
Cn1c(=O)c2c(nc(N3CCCCCC3)n2CC(=O)c2ccccc2)n(C)c1=O,-1%
COc1ccc(CNc2ncncc2-c2ccccc2Cl)c(OC)c1,8%
O=C(O)c1cccc(CSc2nnc(COc3ccccc3)o2)c1,-3%
COc1ccc(-c2noc(CN(C)S(=O)(=O)c3ccccc3)n2)cc1OC,-4%
COc1ccccc1-c1ccc(=O)n(CC(=O)Nc2ccc(C(=O)N3CCCC3)cc2)n1,1%
O=C(Nc1nc2n(n1)C(c1ccc(Cl)cc1)CC(c1ccc(Cl)cc1)N2)c1ccco1 (configuration not stated),-2%
CC1(C)Cc2ccccc2C(Nn2cnnc2)=N1,5%
O=c1c(-c2ccccc2)nc2cnc(N3CCNCC3)nc2n1Cc1ccc(F)cc1,-3%
CS(=O)(=O)N(Cc1ccc(F)cc1)Cc1nc2ccccc2c(=O)[nH]1,-6%
CCNc1ncc2nc(CCc3ccccc3)c(=O)n(CCOC)c2n1,-4%
CCOC(=O)c1cc(-c2ccc(F)cc2)n(CC(=O)Nc2nccs2)c1C,10%
COC(=O)c1ccccc1NC(=O)C1CCCN(S(=O)(=O)c2ccc(OC)cc2)C1 (configuration not stated),-8%
Cc1ccc(F)c(NC=C2C(=O)OC(C)(C)OC2=O)c1,2%
CCOC(=O)N1CCC(Nc2c(Nc3ccc(C)c(C)c3)c(=O)c2=O)CC1,-3%
Cn1c(=O)c(CCc2ccccc2)nc2cncnc21,2%
Nc1ncnc2c1ncn2C[C@@H](O)C(=O)O,-4%[5.75 µM]
COCCn1c(=S)[nH]c2cc(C(=O)NCCCN3CCOCC3)ccc2c1=O,16%
C=CCN=C(CC)C1=C(O)CCCC1=O,14%
COc1cccc(N2CCN(Cc3nc4ccccc4c(=O)[nH]3)CC2)c1,-9%
COCCn1cnc2cc(C)c(C)cc21,-2%
Oc1cccc(O)c1,12%
Fc1ccc(CNc2nc(-c3ccco3)cc(C(F)(F)F)n2)cc1,25%
COc1ccccc1N1C(=O)N(C(C)=O)C2C1Nc1ccccc1N2C (configuration not stated),23%
O=S(=O)(O)c1nc2ccccc2n1Cc1ccc(Cl)cc1,-8%
N#CC1=C(SCc2ccccc2)NC(=O)CC1c1ccco1 (configuration not stated),10%
O=C(O)CSc1ccc([N+](=O)[O-])cc1[N+](=O)[O-],1%[5.75 µM]
Cc1ccc(OCc2nnc(SCC(=O)Nc3ccc4c(c3)OCO4)n2C)cc1,-5%
CCOC(=O)N1CCN(C(=O)CN(c2ccc(OCc3ccccc3)cc2)S(C)(=O)=O)CC1,-4%
